Source: PubChem
FUS suppressor = suppressors of FUS proteinopathy in yeast; S. cerevisiae FUS-expressing, growth rescue, OD600, 24 h; AID 1347120; actives 0.24% (n = 390,000); Potency, µM (doses to about 76.6 µM), without a hit: top-dose growth rescue (activation), actives largely listed as activators;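 note: potency is the fitted concentration of half-maximal effect; plate controls were DMSO vehicle for no effect and reference control for full effect; nearly all actives have a fitted effect of over 55% in size; some results filed as inactive show a strong effect at the top dose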
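Quantitative HTS measuring growth restoration of FUS-toxic yeast. Galactose-induced cells (OD 0.005) were exposed 24hr at 30C to compounds at several concentrations, then absorbance at 600 nm was recorded.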
MmCpn inh = inhibitors of Methanococcus maripaludis chaperonin (MmCpn); actives 0.031% (n = 330,000); Potency, µM (top dose mostly 76.9 µM), for the others: at the top dose activity, negative = inhibition, usual class: inhibitors; purified Mm-Cpn ATPase, ADP Transcreener TR-FRET; note: potency is the fitted concentration of half-maximal effect; % is set by controls: 0 for no effect and ±100 for the full control effect; nearly all actives have a fitted effect of over 80% in size
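ATP (10 uM final) was added to archaeal chaperonin (25 nM final) after 10 min exposure to test compound at 37°C; after 30 min further incubation, ADP was detected by competitive TR-FRET.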
Abeta yeast res = compounds reversing amyloid beta toxicity in yeast. yeast expressing A-beta42, growth rescue, OD600, 48 h; response scale: 0% DMSO, 100% iron-clioquinol control. Potency, µM (series often up to 46.1 µM), for the others: top-dose growth rescue, actives largely listed as activators. actives 0.063% (n = 410,000). AID 1347071; note: potency is the fitted concentration of half-maximal effect; nearly all actives have a fitted effect of over 55% in size
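Yeast A-beta toxicity model in growth medium with pinned compounds, 48 h at 30 C; growth read as absorbance at 600 nm. Normalized to FeCl3/clioquinol equimolar mix (positive) and DMSO (negative).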
HEK293 tox = cytotoxicity in counter-screen for GLP-1R inverse agonists; HEK293 cAMP-luciferase reporter cells, luminescence, 24 h; Potency, µM (series often up to 38.3 µM), without a hit: top-dose activity change, negative = inhibition, actives largely listed as inhibitors; actives 0.13% (n = 410,000); AID 624418;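 note: loss of luciferase light is scored as toxicity; potency is the fitted concentration of half-maximal effect; % is set by controls: 0 for no effect and ±100 for the full control effect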
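Compound-treated cells are incubated 24 hr at 37 deg C under 5% CO2 after a 12 hour attachment period, then luciferase detection reagent is added and luminescence is measured following 12 min at room temperature; lowered signal indicates toxicity.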
aSyn yeast inh = alpha-synuclein toxicity inhibition in yeast. Potency, µM (titrated, usually from 46.1 µM), inactives show top-dose growth rescue (activation), most hits filed as activators. actives 0.14% (n = 370,000). Yeast expressing alpha-synuclein, growth rescue, BacTiter-Glo, 24 h; note: potency is the fitted concentration of half-maximal effect; % of control where 0% means no effect; nearly all actives have a fitted effect of over 65% in size
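Galactose-induced alpha-syn yeast (OD600=0.02, raffinose-pregrown) + pinned cpd, 24 hr, 30 deg C; growth by BacTiter-Glo luminescence. Growth restoration scores as activation.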
pAkt inh = Akt phosphorylation inhibition; Neuro2A IGF-stimulated pAkt S473 HTRF, 20 min; active compounds read low; actives 0.32% (n = 360,000); activity change, % for hits at 50 µM; in the data active = activity change below about -80%; inconclusive = mostly about -51% to -80%; note: % is set by controls: 0 for no effect and ±100 for the full control effect
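Neuro2A cells in DMEM with 0.5% FBS, overnight at 37 deg C, given compound at single 50 µM final, then IGF (6 nM final) for 20 min at 37 deg C. Lysed; phospho-Akt Ser473 by HTRF after 24 h, 665/615 ratio.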
GLP1R inv ag = inverse agonists of human GLP-1 receptor; Potency, µM (titrated, usually from 38.3 µM), for the others: top-dose activity change, negative = inhibition, actives largely listed as inhibitors; actives 1.6% (n = 410,000); HEK293 GLP-1R CRE-luciferase, luminescence, 24 h; GLP-1R form is constitutively active; P43220; note: potency is the fitted concentration of half-maximal effect; % is set by controls: 0 for no effect and ±100 for the full control effect; nearly all actives have a fitted effect of over 55% in size
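Assay principle: reduced luminescence from a cAMP-responsive reporter in HEK293 cells co-expressing a constitutively active GLP-1R. Conditions: 24 hr compound incubation, 37 deg C, 5% CO2.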
PTHR1 agonist = PTHR1 (human) receptor agonism | Q03431 | HEK293 GP2 PTHR1 cells, GloSensor cAMP luminescence, 1 h | Potency, µM (doses to about 115 µM), for the others: at the top dose activation, actives largely listed as activators | actives 0.075% (n = 410,000) | AID 743266; note: potency is the fitted concentration of half-maximal effect; nearly all actives have a fitted effect of over 55% in size; some results filed as inactive show a strong effect at the top dose; inactives centre near -15; many of its hits are not listed in these tables
Target sequence (Q03431 whole entry, looked up): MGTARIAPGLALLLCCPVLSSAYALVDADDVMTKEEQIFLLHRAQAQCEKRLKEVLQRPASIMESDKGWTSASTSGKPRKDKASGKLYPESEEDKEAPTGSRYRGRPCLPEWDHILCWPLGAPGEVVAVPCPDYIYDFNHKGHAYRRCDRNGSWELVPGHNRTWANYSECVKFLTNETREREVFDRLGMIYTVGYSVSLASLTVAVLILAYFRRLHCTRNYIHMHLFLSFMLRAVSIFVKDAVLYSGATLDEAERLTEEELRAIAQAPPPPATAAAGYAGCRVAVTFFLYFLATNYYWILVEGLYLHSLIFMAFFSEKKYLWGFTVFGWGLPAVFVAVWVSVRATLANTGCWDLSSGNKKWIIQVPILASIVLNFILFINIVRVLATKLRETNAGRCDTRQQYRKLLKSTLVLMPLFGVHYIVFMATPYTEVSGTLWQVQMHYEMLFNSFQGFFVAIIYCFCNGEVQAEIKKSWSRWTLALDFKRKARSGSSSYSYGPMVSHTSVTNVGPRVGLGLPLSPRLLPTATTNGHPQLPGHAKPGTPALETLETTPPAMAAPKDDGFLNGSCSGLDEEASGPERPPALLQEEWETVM
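HEK-293-derived GP2 cells expressing PTHR1 and a GloSensor cAMP reporter, 3,000/well, plated overnight, given luciferin plus IBMX (each 0.5 mM as added) for 1 h at 37 °C, then compound for 1 h at 37 °C. Luminescence was read after 15 min at room temperature.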
TDP-43 yeast inh = rescues yeast growth from TDP-43 toxicity; TDP-43 expressing yeast growth rescue, BacTiter-Glo, 24 h; Potency, µM (titrated, usually from 46.1 µM), without a hit: at the highest dose growth rescue (activation), most hits filed as activators; actives 1.8% (n = 410,000); note: potency is the fitted concentration of half-maximal effect; % of control where 0% means no effect; nearly all actives have a fitted effect of over 50% in size
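Yeast cells expressing TDP-43 under galactose induction are exposed to compounds for 24 hr at 30 deg C. BacTiter-Glo luminescence measures growth, so protective compounds score as activators.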
* = called active by the depositor; i = inactive; ? = inconclusive; . = not tested or not shown; & = joins results of further samples; [ ] = another dose, or the depositor's remark. Unless noted, calls come from the whole dose curve; as a rule, active = well fitted curve in the direction sought with a large enough effect; inconclusive = small, poorly fitted or top-dose-only effect, or another doubt; inactive = no such curve, though single readings can be large; an effect the other way counts as inactive or inconclusive. Not all compounds are listed; the hit share may differ from the screen's.

Screens in order: FUS suppressor | MmCpn inh | Abeta yeast res | HEK293 tox | aSyn yeast inh | pAkt inh | GLP1R inv ag | PTHR1 agonist | TDP-43 yeast inh
COc1cccc(NC(=O)N2CCCC2C(=O)NCc2ccccc2F)c1 (stereo not given)
    -28% | 1% | 0% | 1% | 0% | i | -10% | -9% | 6%
c1ccc(OCCn2c(-c3ccco3)nc3ccccc32)cc1
    6% | 1% | -79%[inhibitor] | 13% | ? | i | 4% | -43%[inhibitor] | ?
CCCOc1ccc([C@@H]2C3CN(C(=O)OCC)CC=C3C(C#N)=C(N)C2(C#N)C#N)cc1OC (stereo not given in full)
    19% | -3% | 1% | -12% | -11% | i | 1% | -12%[57.5 µM] | -13%
COc1ccc(S(=O)(=O)N2CCOC23CCN(S(C)(=O)=O)CC3)cc1
    1% | 1% | -5% | -1% | -1% | i | 0% | i | -2%
CCCCN1C(=O)C(C#N)CC2=C1CC(C)(C)CC2=O (stereo not given)
    -12% | . | -7% | -4% | 5% | i | 0% | i | 22%
Cc1ccccc1NC(=O)CSCC(=O)Nc1ccccc1C
    4% | 1% | 22% | -16% | -10% | i | 4% | 0%[57.5 µM] | 8%
CS(=O)(=O)N(CCc1ccccc1)CC(=O)Nc1ccccc1
    -4% | 1% | 8% | 11% | 9% | i | -36% | i | 10%
COc1ccc(-c2nc(-c3ccccn3)ncc2S(C)(=O)=O)cc1
    19% | 1% | -3% | 6% | -1% | i | 23% | i | -10%
O=C(CNc1ccc2ccccc2c1)N/N=C/c1ccncc1
    -1% | 0% | 5% | -4% | 1% | i | ? | -27% | 5%
O=c1[nH]c(=S)[nH]cc1Oc1ccccc1
    -16% | . | -7% | 12% | 5% | i | 8% | -1% | -6%
O=C(NC(=S)N1CCOCC1)c1cc2ccccc2o1
    14% | 0% | 33% | ? | -10% | i | ? | -6% | 3%
Cc1ccc(C)n1-c1cc(S(=O)(=O)N2CCOCC2)ccc1N1CCCC1
    ? | -5% | -12% | 19% | 20% | i | 14% | 9%[57.5 µM] | -5%
CC(=O)OC1CC2(C)C(CCC2(O)C(C)=O)C2CCC3C(Cl)C(=O)CCC3(C)C12 (stereo not given)
    3% | . | 20% | ? | 1% | i | ? | -5% | -11%
O=C(/C=C/c1ccccc1[N+](=O)[O-])NCCc1ccc(F)cc1
    -7% | 3% | 9% | 3% | 0% | i | -2% | 0% | 18%
CCCC(=O)NCCCc1nc2ccccc2n1CCC
    -1% | 1% | 13% | 8% | -6% | i | 0% | i | 2%
COc1cccc(CNC(=O)CN(C)S(=O)(=O)c2ccc3c(c2)CC(C)N3C(C)=O)c1 (stereo not given)
    30% | 3% | 1% | -19% | -2% | i | -7% | -7% | 2%
Cc1ccc(S(=O)(=O)N2CCc3cc(C(=O)Nc4c(F)cccc4F)ccc32)cc1
    31% | . | -2% | 9% | . | . | -17% | -3% | 13%
COc1ccccc1NS(=O)(=O)c1ccc(C(=O)NCC(c2ccccc2OC)N(C)C)cc1 (stereo not given)
    . | 0% | 10% | 21% | 1% | i | ? | i | 9%
CCOC(=O)c1cnc(-n2nc(C)cc2C)[nH]c1=O
    -1% | 0% | ? | 2% | 22µM* | i | 0% | ? | ?
O=C(CSc1nnc(COc2ccc(Cl)cc2)o1)Nc1ccc(N2CCOCC2)cc1
    15% | 2% | -1% | 0% | -1% | i | 21% | i | 0%
O=C(NC1CCCCCC1)C(=S)NCCc1ccccc1
    7% | -1% | -6% | ? | -10% | i | ? | -3% | .
Cc1ccc(-n2c(SCC(=O)N3CCOCC3)nnc2-c2cccnc2)cc1
    10% | -1% | 4% | 3% | 4% | i | 3% | i | -8%
CC(=O)Nc1ccc(C(=O)N/N=C/C2CC3C=CC2C3)cc1 (stereo not given)
    -13% | 4% | 0% | -21% | 1% | i | 1% | -24% | 5%
O=C(O)CN1C(=O)C2C3CC(C2C1=O)C1C(c2ccc(F)cc2)c2sc(=O)[nH]c2SC31 (stereo not given)
    . | -1% | 2% | -1% | 5% | i | 0% | i | 17%
Cc1ccccc1-n1c(-c2ccncc2)n[nH]c1=S
    8% | 1% | -1% | -4% | -3% | i | -2% | i | 9%
N/C(=N\OC(=O)c1cc(-c2ccccc2)nc2ccccc12)c1cccnc1
    3% | 1% | -89%[inhibitor] | 3% | 0% | i | 10% | -9% | -34%[inhibitor]
CCOc1ccc(S(=O)(=O)N2CCN(c3cccc(C(F)(F)F)c3)CC2)cc1OCC
    10% | . | -12% | -2% | . | . | -8% | -25% | 5%
O=C(CC(c1ccccc1)c1cc(Br)ccc1O)N1CCCCC1 (stereo not given)
    -24% | 2% | 26% | -21% | 6% | i | 10µM* | -13% | 1%
CC(=O)c1cccc(NC(=O)C2CCN(S(=O)(=O)c3cccs3)CC2)c1
    -22% | 1% | -10% | -13% | -9% | i | 6% | -4% | -12%
CCOc1ccc(OCCC(=O)N(CCCOC)c2c(N)n(Cc3ccccc3)c(=O)[nH]c2=O)cc1
    27% | 0% | 4% | -12% | 1% | i | 8% | -7% | -6%

Shown with each value named: entries from further up.
N/C(=N\OC(=O)c1cc(-c2ccccc2)nc2ccccc12)c1cccnc1
  FUS suppressor: 3% | MmCpn inh: 1% | Abeta yeast res: -89%[inhibitor] | HEK293 tox: 3% | aSyn yeast inh: 0% | pAkt inh: i | GLP1R inv ag: 10% | PTHR1 agonist: -9% | TDP-43 yeast inh: -34%[inhibitor]

Cc1ccc(C)n1-c1cc(S(=O)(=O)N2CCOCC2)ccc1N1CCCC1
  FUS suppressor: ? | MmCpn inh: -5% | Abeta yeast res: -12% | HEK293 tox: 19% | aSyn yeast inh: 20% | pAkt inh: i | GLP1R inv ag: 14% | PTHR1 agonist: 9%[57.5 µM] | TDP-43 yeast inh: -5%

COc1ccc(-c2nc(-c3ccccn3)ncc2S(C)(=O)=O)cc1
  FUS suppressor: 19% | MmCpn inh: 1% | Abeta yeast res: -3% | HEK293 tox: 6% | aSyn yeast inh: -1% | pAkt inh: i | GLP1R inv ag: 23% | PTHR1 agonist: i | TDP-43 yeast inh: -10%

O=C(NC1CCCCCC1)C(=S)NCCc1ccccc1
  FUS suppressor: 7% | MmCpn inh: -1% | Abeta yeast res: -6% | HEK293 tox: ? | aSyn yeast inh: -10% | pAkt inh: i | GLP1R inv ag: ? | PTHR1 agonist: -3% | TDP-43 yeast inh: .

Next section:
Screens in order: FUS suppressor | MmCpn inh | Abeta yeast res | HEK293 tox | aSyn yeast inh | pAkt inh | GLP1R inv ag | PTHR1 agonist | TDP-43 yeast inh
N#Cc1ccccc1OCc1cccc(S(=O)(=O)N2CCOCC2)c1
    10% | 0% | 18% | 16% | 0% | i | 13% | -29% | 26%
COc1ccc(-c2nc(SCC(=O)NC3CCCC3)c(-c3ccc(OC)cc3)[nH]2)cc1
    10%&35% | -2% | -8%&-1% | -4%&-20% | 9% | i | ? | -39% | 12%&29%
COc1ccc(-n2c(Cc3cccn3C)nnc2SCC(=O)Nc2ccccc2C)cc1
    9% | -6% | 19% | -10% | 2% | i | 7% | -10% | 0%
O=C(Nc1ccccc1)Nc1cc([N+](=O)[O-])ccc1F
    4% | 2% | 2% | -5%[1.53 µM] | 0% | i | ? | -19% | -8%
CCOc1ccc(-c2nnc3sc(COc4ccc(C)cc4)nn23)cc1
    9% | 1% | -3% | -1% | -1% | i | 7% | i | -21%
CCN(CC)C(=O)CN(c1ccc(F)c(Cl)c1)S(C)(=O)=O
    -28% | 1% | 16%[9.22 µM] | -2% | 0% | i | 14% | -15% | 9%
CCN1C(=O)c2cccc3c(NC(=O)c4cccc(N5C(=O)CCC5=O)c4)ccc1c23
    . | -8% | 0% | -13% | -8% | i | 1% | i | 12%
O=C(Nc1ccc(C(F)(F)F)cc1)c1csc(-c2ccncc2)n1
    0% | -5% | -27% | 17% | -12% | i | -8% | -26% | 5%
CSC(=Nc1ccccc1)Nc1ccccc1
    23% | 2% | 6% | -2% | 2% | i | ? | -3% | -8%[1.82 µM]
Cc1cc(C)cc(N(C(C)C(=O)NCCC2=CCCCC2)S(C)(=O)=O)c1 (stereo not given)
    32% | 2% | 18% | -9% | -7% | i | ? | -7%[57.5 µM] | -7%

With a hit mark in GLP1R inv ag, of those listed so far:
Molecule	MmCpn inh	pAkt inh	GLP1R inv ag	PTHR1 agonist
O=C(CC(c1ccccc1)c1cc(Br)ccc1O)N1CCCCC1 (stereo not given)	2%	i	10µM*	-13%
